NPYLR7 ag – activates Aedes aegypti NPYLR7 receptor. hit rate 0.15% among 270,000. HEK293T NPYLR7/Galpha15, GCaMP6s calcium fluorescence. AID 1259423. activation, % at 10 µM; in the data active means activation above about 40%;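 further: 0% = vehicle and 100% = reference agonist at the receptor; some compounds past the cut are filed as inactive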
hcGAS inh – human cGAS inhibition. inhibition, % at 12.5 µM. recombinant h-cGAS, ATP depletion, Kinase-Glo luminescence. hit rate 0.081% among 290,000;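 further: 0% = vehicle reaction and 100% = reaction without DNA for no activity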
Target sequence (Q8N884 whole entry, looked up): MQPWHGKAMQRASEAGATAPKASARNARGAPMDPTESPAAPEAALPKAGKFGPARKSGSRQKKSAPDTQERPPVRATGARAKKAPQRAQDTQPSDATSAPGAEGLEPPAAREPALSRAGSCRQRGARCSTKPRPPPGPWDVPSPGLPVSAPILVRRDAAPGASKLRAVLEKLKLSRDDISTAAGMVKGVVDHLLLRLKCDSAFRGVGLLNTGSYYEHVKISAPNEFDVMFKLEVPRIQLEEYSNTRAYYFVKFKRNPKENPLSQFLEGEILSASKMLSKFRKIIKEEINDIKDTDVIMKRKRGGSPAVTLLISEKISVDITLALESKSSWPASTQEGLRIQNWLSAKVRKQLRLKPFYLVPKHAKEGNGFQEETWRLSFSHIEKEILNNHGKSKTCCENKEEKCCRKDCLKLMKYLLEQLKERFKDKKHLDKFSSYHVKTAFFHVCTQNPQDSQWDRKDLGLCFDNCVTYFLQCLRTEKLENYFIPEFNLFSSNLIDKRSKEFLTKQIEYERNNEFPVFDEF
mcGAS inh – mouse cGAS inhibition by luminescence; inhibition, % at 12.5 µM; hit rate 0.15% among 160,000; recombinant cGAS, Kinase-Glo ATP depletion luminescence;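 further: 0% = negative control wells and 100% = reference inhibitor with no enzyme activity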
* hit, by the source's call; nt = no result given; & = joins results of further samples. Unless noted, no stated cut-off is given here; in the data, active means inhibition above about 40%; inactive means the rest. Not a hit list, and some 0.29% of all compounds hit somewhere here.

SMILES	NPYLR7 ag	hcGAS inh	mcGAS inh
COC(=O)[C@@H]1C[C@H](NC(=O)c2nc3c(s2)CCCC3)CN1C	-3	-4	nt
COc1ccc(C2C(C(=O)OCCc3ccccc3)=C(C)NC3=C2C(=O)CCC3)c(OC)c1 (stereo unspecified)	-1	-1	-2
Cc1c(C(=O)NCc2cccs2)sc(=O)n1Cc1ccccc1F	2	-1	nt
CCCCc1ccc(NC(=O)CSc2nc3nc(C)cc(C)n3n2)cc1	-4	1	nt
FC(F)(F)c1cccc(-c2cc3cnc(Nc4ccc5c(c4)OCCO5)cc3[nH]2)c1	-5	0	-4
Cc1nn(CC(=O)OCc2cc(-c3ccco3)on2)c(C)c1[N+](=O)[O-]	7	-3	nt
COc1ccccc1-c1cc(C(=O)N(CCN(C)C)Cc2ccccc2)n2nc(-c3ccccc3)cc2n1	14	-7	-8
COCCNc1nc2ccccc2c2nnc(COC)n12	nt	-8	-6
COc1cccc(CNC(=O)c2cc(C)c(F)cc2F)n1	-2	-5	nt
CCc1cnc2c(c1NCCCO)c(=O)n(C)c(=O)n2C	5	1	nt
CCCN(Cc1c(-c2ccccc2F)noc1N1CCOCC1)C(=O)NC(C)C	7	-7	-6
Nc1n[nH]c(=S)n1-c1ccccc1	-3	-6	nt
Cc1ccccc1OCCSc1nc2ccccc2n1CCC(=O)O	-14	3	0
CCOC(=O)C1CCN(C(=O)C2COC3(CCN(C(=O)c4ccco4)CC3)N2C(=O)c2ccccc2)CC1 (stereo unspecified)	13	-3	-4
CC(C)Cn1nccc1NC(=O)N(Cc1ccc(F)cc1F)C1CC1	-4	-9	-15
Cc1ccc(-n2c(Cc3ccccc3)nnc2SCc2ccc(C(=O)NCc3cccc(C(F)(F)F)c3)cc2)cc1	2	-5	-9
Cc1c(O)cccc1C(=O)N1C[C@H](N)C[C@H]1C(=O)NC(C)C	-20	-2	-1
CCc1nn(-c2ccccc2)c(NC(=O)C2=CC(=O)CC(C)(C)O2)c1C	5	-7	nt
C#CCN(C)c1nc(-c2ccc(C(F)(F)F)cc2)ncc1C(=O)OCC	-4	-3	-5
COc1ccc(CNC(=O)c2sc3nc(-c4ccc(OC)cc4)cn3c2C)cc1	5	-4	-8
COc1ccc(OC)c(C2NC(=O)N(C)C(C)=C2C(=O)OC2CCCCCC2)c1 (stereo unspecified)	-4	-6	-5
COCCNC(=O)COc1coc(CN2CCc3ccccc3C2)cc1=O	-1	10	1
CS(=O)(=O)N1CCC2(CC1)NCCc1[nH]cnc12	3	-2	nt
CCS(=O)(=O)Oc1cccc(CN(CC2CCCO2)C(=O)c2ccccc2Cl)c1 (stereo unspecified)	12	-7	-9
O=C(Nc1cccnc1Cl)NC(CCO)c1cccs1 (stereo unspecified)	2	-4	nt
Further entries
SMILES	NPYLR7 ag	hcGAS inh	mcGAS inh
CC(C)(C)OC(=O)N1CCC(Oc2ccc(NC(=O)c3ccc4ccccc4c3)cc2)C1 (stereo unspecified)	-8	-3	-7
CC1CC(C)(C)CC2(C1)NC(=O)N(CC(=O)NNC(=O)c1cc3c(s1)CCCC3)C2=O (stereo unspecified)	5	-2	nt
CC(=O)C1=C(c2ccc(Cl)cc2)N(C(C)=O)n2c(nnc2-c2ccc(C)cc2)S1	7	-13	nt
Cc1ccc(-c2n[nH]c(-c3ccncc3)n2)cc1	14	-8	nt
COc1ccc(OC)c(C2SCC(=O)N2CC(=O)Nc2ccc(C)cc2)c1 (stereo unspecified)	32	-5	-5
COC(=O)C1CCN(CC(O)COCc2ccc(NCc3cc(C)n(C)n3)cc2)CC1 (stereo unspecified)	2	-3	-3
c1ccc(N=c2scc(-c3ccccc3)n2CCOc2ccccc2)cc1	-8	2	0
O=C(c1c(O)cccc1O)N1CCCC(OCc2cccnc2)C1 (stereo unspecified)	3	-8	-17
CCOC(=O)C1=C(O)/C(=C\c2cccc(F)c2O)SC1=Nc1ccc([N+](=O)[O-])cc1	9	-9	-8
Cc1ccn2c(=O)cc(Cn3cnc4ccccc43)nc2c1	-2	6	nt
CCCNC(=O)c1cc(-c2ccc(Cl)cc2)n(-c2ccccc2F)c1C	-1	-5	-4
Cc1cccc(Oc2cnn(-c3cccc(Cl)c3)c(=O)c2Nc2cccc(C(=O)N3CCOCC3)c2)c1	9	-8	-6
COc1ncccc1-c1cc(N2CCN(C)CC2)nc(N)n1	10	-6	-14
CN(CCCC(=O)O)C(=O)C1CCCC1	-2	-2	nt
Cc1cncc(C(=O)N(C)CCCOc2c(C)cccc2C)c1	-2	-8	-18
COC(=O)CCN1CC(OCc2cccc(OC)c2)CN(C(=O)c2ccsc2)CC1=O (stereo unspecified)	5	0	-10
COc1ccc(C)cc1NC(=O)CNC(=O)c1cc2n(n1)CCCN(C)C2	14	-13	nt
CC(C)c1ccc(C2c3cc4c(cc3OC(=N)C2C#N)OCO4)cc1 (stereo unspecified)	6	-10	nt
COc1ccc2cc(CN(C)C(=O)CCl)ccc2c1	-3	-8	nt
O=C(CSc1nc2ccccc2o1)NCc1cc(-c2ccc3c(c2)OCCO3)on1	6	-7	-5
Nc1cccc(-c2cccc3ccnn23)n1	8	-3	-9
Cc1cc(C(=O)Cn2cc([N+](=O)[O-])ccc2=O)c(C)n1CC1CCCO1 (stereo unspecified)	-2	4	nt
CN(CCc1ccccn1)c1ncccc1CNc1cnc2ccccc2n1	4	-7	nt
CCOC(=O)c1ccc2c(c1)nc(SCc1nc(-c3ccc(C(F)(F)F)cc3)oc1C)n2CCc1ccc(OC)cc1	14	-2	-7
Cn1cnc(S(=O)(=O)N2CCCCC2CCN2CCCC2)c1 (stereo unspecified)	nt	-8	-7
Continued:
SMILES	NPYLR7 ag	hcGAS inh	mcGAS inh
COCCNC(=O)C1CCCN(C2CCN(c3ncncc3C(C)C)CC2)C1 (stereo unspecified)	nt	5	0
Cc1cc(C)n(CCCN(C)C(=O)[C@H]2CCCO2)n1	9	-6	nt
COc1ccc(Cl)c2c1N(C(=O)c1ccc(=O)n(C)c1)CCC2	10	1	nt
O=C1Nc2ccccc2C1(O)C1(O)C(=O)Nc2ccccc21 (stereo unspecified)	7	4	-7
CCc1ccc(-c2nc(CSc3nc(=O)[nH]c(C)c3C(C)=O)cs2)cc1	-4	0	nt
Cc1nc(C)c(CN2CCC(C(=O)Nc3cccc(-c4cccc(Cl)c4)c3)CC2)nc1C	18	-6	-11
Cc1nc2cc(OCc3cc(C(=O)N(C)C4CCOCC4)no3)ccc2s1	nt	-8	-12
Cc1cc(C)nc(SC(C)C(=O)N(C)Cc2c(C)noc2C)n1 (stereo unspecified)	5	-4	nt
Cc1noc(C)c1CSCC(=O)NNC(=O)CC12CC3CC(CC(C3)C1)C2	2	-3	nt
COC1=C[C@@H](C)C2CC3OC(=O)C[C@H]4C(C)=C(OC)C(=O)C([C@@]2(C)C1=O)[C@@]34C (stereo partly specified)	2	-4	-5
CN1C(=CC(=O)C(F)(F)F)Sc2ccccc21	3	-10	-6
CCNC(=O)[C@@]1(OCc2cccc(C)c2)CC(OCc2ccccc2)[C@H](O)[C@H](O)C1 (stereo partly specified)	5	0	-7
COc1cccc(CN2CCNC(=O)C2CC(=O)NCC(F)(F)F)c1OC (stereo unspecified)	11	-10	nt
Cc1noc(C)c1C1CCCN1C(=O)NCC1CCCO1 (stereo unspecified)	nt	-5	-4
Cc1cc(C)c(C(N)=O)c(Oc2ccc(Br)cc2)n1	7	-15	nt
O=C(c1cccc2c1OC(F)(F)O2)N(Cc1ccccc1)[C@H]1C[C@H]2CCOC[C@@]2(c2ccccc2)C1	3	0	-5
CCC1CN(C(=O)c2ccc(O)cc2)CCC(=O)N1Cc1ccccc1 (stereo unspecified)	-1	-8	nt
O=C(Nc1n[nH]c(C(F)(F)F)n1)C1CCN(C(=O)c2ccoc2)CC1	9	-1	nt
CNC(=O)[C@H]1C[C@]2(CCCCN(CCOC)C2=O)N(C(=O)NCc2ccccc2)[C@H]1c1ccco1	3	-9	-9
Cc1[nH]c2ccc(C(=O)N3CCCC(CO)(Cc4cccc(Cl)c4)C3)cc2c1C (stereo unspecified)	7&7	0&-3	-5&-5
Cc1ccc(NC(=O)c2nnc(COC(=O)C3CC4CCC3C4)s2)cc1 (stereo unspecified)	25	-10	nt
Fc1cccc(CSc2nnnn2-c2ccc3c(c2)OCO3)c1	2	-10	nt
CC(C)(CNC(=S)NC1CCCCC1)N1CCCCC1	-1	-1	nt
CN(C)S(=O)(=O)N1CCc2[nH]nc(C(c3ccccc3)c3ccccc3)c2C1	12	-6	-12
Cc1ccc(CN(C(=O)c2cc(N)ccn2)C2CC2)s1	2	-6	-11
Following part
SMILES	NPYLR7 ag	hcGAS inh	mcGAS inh
CC(C)(CC(=O)O)CC(=O)N[C@H]1CO[C@H]2[C@@H]1OC[C@@H]2Nc1nccc(-c2ccco2)n1	-7	-5	-8
CC(C)N(CCCc1ccccc1)C(=O)c1ccc[nH]1	5	-6	-8
CCCCCN1N=C(C)C(C)n2c1nc1c2c(=O)n(CCCCC)c(=O)n1C (stereo unspecified)	8	1	-5
COCC(=O)N1CCN(Cc2ccc(-c3noc(-c4cccnc4)n3)cc2)CC1	5	-8	-9
CCN(CC)CCN1C(=O)C(O)=C(C(=O)c2cccs2)C1c1cc(OC)c(OC)c(OC)c1 (stereo unspecified)	-3	-10	nt
O=C(Nc1cccc(C(F)(F)F)c1)c1cnn2c(-c3ccccc3)cc(-c3ccccc3)nc12	-11	3	1
C=CCn1c(C2CC(=O)N(CC3CC3)C2)nc2ccccc21 (stereo unspecified)	6	-11	nt
CCCCOc1ccc(C(=O)Nc2ccc(C3SCC(=O)N3c3ccccc3OCC)cc2)cc1 (stereo unspecified)	7	1	-2
CCCCc1noc(CS(=O)(=O)CC(=O)NC2CCCCC2C)n1 (stereo unspecified)	3	-13	nt
O=C(CC12CC3CC(CC(C3)C1)C2)N1CCN2CCCC2C1 (stereo unspecified)	5	-7	nt
CC(C)n1nccc1NC(=O)CSc1nnnn1C1CCCC1	9	-6	nt
Cc1cc(-c2nnc(NC(=O)c3ccno3)o2)n(C)n1	-1	0	-4
N#Cc1ccc(N=Nc2c(-c3ccc([N+](=O)[O-])cc3)[nH]n(-c3ccccc3)c2=O)cc1	-6	-22	nt
CCOc1ccc2c(c1)c(=O)c(S(=O)(=O)c1ccc(OC)cc1)cn2Cc1ccccc1C	-10	-7	-7
COc1ccc(N(C)S(=O)(=O)c2ccsc2-c2nc(-c3ccc(F)cc3)no2)cc1Cl	nt	0	-2
CCOC(=O)c1c(NC(=O)c2ccccc2C)sc(C(=O)Nc2ccccc2OC)c1C	-9	-6	-4
O=C1CCCCC1Sc1ccc(C(F)(F)F)cc1[N+](=O)[O-] (stereo unspecified)	8	2	nt
COc1cc(C(=O)N2CCOC(COCc3ccc(F)cc3Cl)C2)cc(OC)c1C (stereo unspecified)	34	-4	nt
CCN1CCc2c(sc3nc(C)nc(N4CCN(C(=O)c5ccc([N+](=O)[O-])cc5)CC4)c23)C1	-1	1	-2
COCCN(CC(=O)N(Cc1ccccc1)Cc1cccn1Cc1cccc(OC)c1)C(=O)c1ccc(Cl)cc1	16	-5	-3
C=CCn1c(=N)n(CCOc2ccccc2Cl)c2ccccc21	1	-12&-6	-7
O=C(CN1C(=O)c2cccc3cccc(c23)C1=O)OCCCc1ccncc1	-13	-4	-4

Grouped by structure, those above containing an aryl methoxy group (19)
SMILES	NPYLR7 ag	hcGAS inh	mcGAS inh
COc1ccc(C2C(C(=O)OCCc3ccccc3)=C(C)NC3=C2C(=O)CCC3)c(OC)c1 (stereo unspecified)	-1	-1	-2
COc1ccccc1-c1cc(C(=O)N(CCN(C)C)Cc2ccccc2)n2nc(-c3ccccc3)cc2n1	14	-7	-8
COc1cccc(CNC(=O)c2cc(C)c(F)cc2F)n1	-2	-5	nt
COc1ccc(CNC(=O)c2sc3nc(-c4ccc(OC)cc4)cn3c2C)cc1	5	-4	-8
COc1ccc(OC)c(C2NC(=O)N(C)C(C)=C2C(=O)OC2CCCCCC2)c1 (stereo unspecified)	-4	-6	-5
COc1ccc(OC)c(C2SCC(=O)N2CC(=O)Nc2ccc(C)cc2)c1 (stereo unspecified)	32	-5	-5
COc1ncccc1-c1cc(N2CCN(C)CC2)nc(N)n1	10	-6	-14
COC(=O)CCN1CC(OCc2cccc(OC)c2)CN(C(=O)c2ccsc2)CC1=O (stereo unspecified)	5	0	-10
COc1ccc(C)cc1NC(=O)CNC(=O)c1cc2n(n1)CCCN(C)C2	14	-13	nt
COc1ccc2cc(CN(C)C(=O)CCl)ccc2c1	-3	-8	nt
CCOC(=O)c1ccc2c(c1)nc(SCc1nc(-c3ccc(C(F)(F)F)cc3)oc1C)n2CCc1ccc(OC)cc1	14	-2	-7
COc1ccc(Cl)c2c1N(C(=O)c1ccc(=O)n(C)c1)CCC2	10	1	nt
COc1cccc(CN2CCNC(=O)C2CC(=O)NCC(F)(F)F)c1OC (stereo unspecified)	11	-10	nt
CCN(CC)CCN1C(=O)C(O)=C(C(=O)c2cccs2)C1c1cc(OC)c(OC)c(OC)c1 (stereo unspecified)	-3	-10	nt
CCOc1ccc2c(c1)c(=O)c(S(=O)(=O)c1ccc(OC)cc1)cn2Cc1ccccc1C	-10	-7	-7
COc1ccc(N(C)S(=O)(=O)c2ccsc2-c2nc(-c3ccc(F)cc3)no2)cc1Cl	nt	0	-2
CCOC(=O)c1c(NC(=O)c2ccccc2C)sc(C(=O)Nc2ccccc2OC)c1C	-9	-6	-4
COc1cc(C(=O)N2CCOC(COCc3ccc(F)cc3Cl)C2)cc(OC)c1C (stereo unspecified)	34	-4	nt
COCCN(CC(=O)N(Cc1ccccc1)Cc1cccn1Cc1cccc(OC)c1)C(=O)c1ccc(Cl)cc1	16	-5	-3

Source: PubChem (Fisher Drug Discovery Resource Center)
